core dimer inh: inhibitors of HCV core protein dimerization, primary screen, biochemical, TR-FRET, high-throughput. TR-FRET GST/Flag-core106 dimerization, 1536-well. inhibition, % at 5 µM. 0.33% of 300,000 active. AID 1899, 2009;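 active = inhibition above the mean of all tested compounds plus 3 SD, set per screening campaign, cut at about 45% in these data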
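Assay system – GST-tagged and Flag-tagged HCV core protein residues 1-106 · Quantity – core106 proteins, GST 13.5 nM and Flag 17 nM · Benchmarks – unlabelled core106 and no-GST-core106 wells · Read-out basis – percent inhibition of core106 dimerization signal · Detection – time-resolved FRET, ex 340 nm, em 617 and 671 nm · Schedule – 4 h at 22.5 °C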
VLA-4 inh: inhibition in human VLA-4 binding assay, primary screen, VLA-4 allosteric modulator project, MLPCN library, flow cytometry, VLA-4 expressing cells; Integrin alpha-4 (Homo sapiens), P13612; ligand binding flow cytometry; inhibition, % (about 7 µM as worked out from the volumes in the protocol); 0.2% of 330,000 active; in the data active = inhibition above about 50%
procasp3 activ: activators of human procaspase-3 D3A mutant, primary screen, biochemical, absorbance, PC-3 D3A mutant, single concentration; recombinant procaspase-3 D3A, Ac-DEVD-pNA absorbance 405 nm; activation, % at 8.5 µM; 0.11% of 330,000 active;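 active = activation above the mean of all tested compounds plus 3 SD, cut at about 21% in these data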;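 also: 0% = DMSO alone and 100% = DMSO wells spiked with extra 5 µM PC-3 D3A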
Target sequence (P42574 whole entry D9A/D28A/D175A): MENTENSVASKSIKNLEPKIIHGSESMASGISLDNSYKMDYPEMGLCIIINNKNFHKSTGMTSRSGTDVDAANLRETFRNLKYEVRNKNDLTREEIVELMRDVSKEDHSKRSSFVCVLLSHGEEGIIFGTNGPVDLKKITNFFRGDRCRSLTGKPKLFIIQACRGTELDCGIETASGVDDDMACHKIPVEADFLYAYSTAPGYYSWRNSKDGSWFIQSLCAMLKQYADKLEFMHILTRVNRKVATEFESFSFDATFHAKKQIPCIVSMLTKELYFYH
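Assay system: Autoprocessing-dead procaspase-3 D3A mutant enzyme; also added: Ac-DEVD-pNA; doses: one concentration, 8.5 µM nominal, 0.8% DMSO; times: 1 h compound preincubation, 2 h substrate hydrolysis at 25 °C; technique: 405 nm absorbance of p-nitroaniline, reads at 0 and 120 min; measure: % activation between DMSO and enzyme-spiked controls; repeats: single replicate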
JMJD2C inh: inhibitors of GASC-1 histone demethylase, primary screen, biochemical, fluorescence, DELFIA europium | GST-JMJD2C(1-420) H3K9me3 demethylation | 0.069% of 330,000 active | inhibition, % at 2.35 µM | Lysine-specific demethylase 4C (Homo sapiens), Q9H3R0 | AID 2099, 2009;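 active = more than half of a compound's replicate wells show inhibition beyond 50%, single wells judged on their own value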;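 also: signal counts dimethyl H3K9 product captured on neutravidin plate; 0% = median of DMSO wells and 100% = 0.3 times that DMSO median; strong numbers were not always called active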
GRK2 aptamer HTS: compounds blocking aptamer binding on GRK2 – biochemical, human GRK2, bead flow cytometry, HTS, primary screen | AID 488847, 2010 | 0.59% of 330,000 active | inhibition of aptamer binding, % at 10 µM | FAM-aptamer displacement from GRK2 | Beta-adrenergic receptor kinase 1 (Homo sapiens), P25098;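 active = inhibition of aptamer binding above 40%, roughly 3 SD of noise, on plates passing a quality check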;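 also: median bead fluorescence of bound FAM aptamer so fluorescent compounds give negative values; no value below 0 was filed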
Target sequence (P25098 whole entry, looked up): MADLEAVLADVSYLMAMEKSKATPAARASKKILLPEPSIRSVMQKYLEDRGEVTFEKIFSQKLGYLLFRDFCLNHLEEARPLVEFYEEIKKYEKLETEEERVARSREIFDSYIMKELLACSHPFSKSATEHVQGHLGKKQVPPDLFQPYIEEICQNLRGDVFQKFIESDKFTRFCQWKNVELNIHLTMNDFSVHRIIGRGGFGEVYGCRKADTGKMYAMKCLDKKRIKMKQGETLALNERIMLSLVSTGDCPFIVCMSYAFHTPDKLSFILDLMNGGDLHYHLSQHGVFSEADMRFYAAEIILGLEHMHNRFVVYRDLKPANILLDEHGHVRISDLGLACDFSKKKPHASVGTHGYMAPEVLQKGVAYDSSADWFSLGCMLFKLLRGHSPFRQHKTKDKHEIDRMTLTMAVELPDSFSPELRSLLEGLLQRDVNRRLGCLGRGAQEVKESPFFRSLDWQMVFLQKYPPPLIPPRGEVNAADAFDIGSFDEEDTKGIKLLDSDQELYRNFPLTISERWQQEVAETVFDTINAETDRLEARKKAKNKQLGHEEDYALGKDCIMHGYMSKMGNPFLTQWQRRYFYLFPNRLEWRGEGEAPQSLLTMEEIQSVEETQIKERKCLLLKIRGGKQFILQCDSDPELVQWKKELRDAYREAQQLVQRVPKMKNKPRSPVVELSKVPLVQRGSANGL
PP1 counter: PP1-alpha phosphatase inhibitors, primary screen, counter-screen for PP5 inhibitor project, biochemical, fluorescence, OMFP substrate, single point; Serine/threonine-protein phosphatase PP1-alpha catalytic subunit (Homo sapiens), P62136; purified PP1alpha; inhibition, % at 6.7 µM; 0.9% of 320,000 active; AID 2235, 2010;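 active = inhibition above the mean inhibition of all tested compounds plus 3 SD, computed separately for each screening campaign, cut at about 15% in these data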
Fh CTSL1 inh: Fasciola hepatica cathepsin L1 inhibitors, primary screen, counter-screen for PFM18AAP inhibitor project, biochemical, QFRET, fluorogenic peptide substrate; recombinant F. hepatica cathepsin L1, Z-Leu-Arg-MCA fluorescence; inhibition, % at 5.96 µM; 0.49% of 300,000 active;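 active = inhibition above the mean of all tested compounds plus 3 SD, set per screening campaign, cut at about 17% in these data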;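 also: 0% = plate median of test compound wells and 100% = 1 µM Z-Phe-Ala-diazomethylketone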
procasp7 counter: procaspase-7 activators, primary screen, counter-screen for procaspase-3 activator project, biochemical, absorbance, HTS, human. Caspase-7 (Homo sapiens), P55210. recombinant procaspase-7, Ac-DEVD-pNA absorbance 405 nm; D23A/D198A/D206A triple mutant, cannot self-cleave; scale: DMSO 0, 5 µM enzyme 100. activation, % at 8.5 µM. 0.093% of 330,000 active. AID 463210, 2010;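 active = percent activation above the screen-wide mean plus 3 SD, cut at about 25% in these data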
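Material: Procaspase-7 triple mutant (PC-7 D3A) | Quantity: 2 µM procaspase-7 mutant as dispensed | Reagent: DEVD-pNA substrate | Times: 1 h preincubation, 2 h reaction | Technique: 405 nm absorbance of p-nitroaniline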
PP5 inh: PP5 phosphatase inhibitors, primary screen, biochemical, fluorescence; AID 1987, 2009; Serine/threonine-protein phosphatase 5 (Homo sapiens), P53041; 0.18% of 320,000 active; purified PP5c, OMFP substrate fluorescence; inhibition, % at 6.7 µM;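 active = inhibition above the campaign's mean inhibition across all tested compounds plus 3 SD, cut at about 9.5% in these data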;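 also: 0% = DMSO only and 100% = 100 µM cantharidin control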
An asterisk follows results filed as active; x = no result given.

SMILES | core dimer inh | VLA-4 inh | procasp3 activ | JMJD2C inh | GRK2 aptamer HTS | PP1 counter | Fh CTSL1 inh | procasp7 counter | PP5 inh
COc1ccc(CCN2CC(C(=O)N3CCC(O)(c4ccccc4)CC3)CCC2=O)cc1 (centres undefined) | -3 | 0 | -7 | 32 | 2 | 2 | 0 | 0 | 2.4
O=C(C[C@H]1C/C=C\CC[C@@H](Cc2ccc(F)cc2)C(=O)OC[C@H]2CCCN2C1=O)N[C@@H](CO)Cc1ccccc1 | x | -4 | -8 | -5 | 5 | x | x | -1 | x
O=c1ccnc(SCCC(F)=C(F)F)[nH]1 | -1 | 0 | -8 | -2 | 1 | -5 | 0 | 11 | -1.3
COc1ccc(-c2noc(CSc3nc(N)c(-c4ccccc4)c(=O)[nH]3)n2)cc1OC | 2 | -7 | 2 | 3 | 0 | 0 | 5 | 8 | 2.3
CNC(=O)/C=C/c1cc(C(=O)c2ccc(Cl)cc2Cl)cn1C | 10 | 4 | 3 | -23 | 3 | 4 | 5 | 3 | 2.2
Cc1cc(C)c(C)c(S(=O)(=O)N2CCC(C(=O)OCC(=O)NC3CCS(=O)(=O)C3)CC2)c1C (centres undefined) | x | -15 | 3 | 3 | 0 | x | x | 4 | x
COCCCNC(=S)N/N=C/c1ccc2c(c1)OCO2 | -2 | 8 | 7 | 4 | 2 | -2 | -2 | 1 | 1.1
Cc1ccc2cccc(OCC(=O)c3cc(C)n(Cc4ccco4)c3C)c2n1 | 11 | -6 | -3 | 40 | 0 | 2 | 4 | -12 | -0.8
COc1ccc(C(=O)NNC(=O)c2ccccc2[N+](=O)[O-])cc1Br | -12 | -4 | 3 | -6 | 1 | -2 | 1 | 7 | 2.1
C=CCNC(=S)NC(=O)c1oc2ccccc2c1C | 6 | -2 | -8 | 2 | 0 | 1 | 5 | 0 | -0.2
O=C(CCCCCn1nnc2ccccc2c1=O)Nc1ccccc1F | 2 | -6 | 2 | -25 | 4 | 0 | -1 | -2 | 1.9
O=C(Nc1ccc2c(c1)OCCO2)C1CC(c2ccccc2Cl)=NO1 (centres undefined) | -4 | 0 | -3 | -19 | 0 | -2 | 0 | -13 | -4.6
O=C(Nc1ccccc1N1CCCCC1)c1ncoc1-c1cccc(F)c1 | -5 | 6 | -3 | -6 | 2 | -2 | 3 | 3 | 0.4
Cc1cc(C)n2c(SCC(=O)Nc3ccccc3C#N)nnc2n1 | x | 0 | -2 | -15 | 4 | 6 | x | 5 | 5.9
CC(=O)Oc1ccc2c(=O)c(Oc3ccccc3)coc2c1OC(C)=O | -5 | -2 | -8 | -6 | 9 | 0 | -3 | -14 | 1.0
CCOc1ccc(NC(=O)C2CCN(S(=O)(=O)c3cccs3)CC2)cc1 | -4 | 7 | -2 | -7 | 0 | -2 | -1 | -10 | 0.3
CC(C)n1ncc2c(C(=O)NCCOc3ccccc3F)cc(C3CC3)nc21 | x | 5 | -7 | -5 | 0 | x | x | -14 | x
O=C(Cc1nc2ccccc2s1)c1ccc(O)cc1O | 6 | 14 | -1 | -4 | 0 | 0 | 3 | -13 | 1.3
Cn1c(=O)n(CC(=O)NC2CCCCC2)c(=O)c2ccccc21 | 5 | 1 | -4 | 5 | 2 | -1 | -1 | -7 | 3.5
COC(=O)Cn1c2c(c3cc(C)ccc31)CCCC2NC(C)c1ccccc1 (centres undefined) | 3 | 11 | 13 | 9 | 1 | -5 | -2 | 0 | 1.9
CCOC(=O)c1sc(NC(=S)NC(=O)c2ccco2)nc1C | 1 | 3 | -14 | 0 | 2 | 2 | 0 | -1 | -2.6
COc1cc(OC)cc(-n2nnnc2SCC(=O)Nc2ccc(C(C)=O)cc2)c1 | 4 | 1 | 4 | 26 | 0 | -2 | 1 | 4 | -3.0
Cc1nn(C)cc1C1C(C#N)=C(N)N(c2ccc(F)c([N+](=O)[O-])c2)C2=C1C(=O)CCC2 (centres undefined) | -9 | -1 | -4 | -1 | 0 | -4 | 4 | -12 | 0.2
Cc1[nH]c2ccccc2c1C(=O)/C=C/c1ccccc1Cl | 5 | 11 | -5 | 0 | 1 | 3 | 0 | 3 | 4.0
O=S(=O)(NCCCN1CCOCC1)c1ccc2ccccc2c1 | 1 | 13 | -10 | 6 | 0 | 0 | 5 | -5 | 3.8
CCN1C(=O)c2cccc3c(NC(=O)c4ccc(S(=O)(=O)N(C)C)cc4)ccc1c23 | -30 | 5 | 8 | 3 | 3 | -2 | -1 | -2 | 2.6
COCCCNC(=S)N1CCC(NC(=O)c2ccco2)CC1 | -2 | -3 | 8 | 8 | 0 | -3 | 4 | 4 | -1.1
CCOC(=O)N1CCN(C(=O)CN(c2cccc(C)c2)S(=O)(=O)c2ccccc2)CC1 | -4 | 8 | 0 | 0 | 0 | -5 | -2 | 1 | 0.6
COC(=O)[C@]1(C)N[C@H](CN(C)S(=O)(=O)c2ccc(C(F)(F)F)cc2)[C@@H]2C(=O)N(C)C(=O)[C@@H]21 | x | -2 | 10 | x | 3 | x | x | -3 | x
COC(=O)C(C)n1cnc2c(nnn2-c2ccccc2)c1=O (centres undefined) | 2 | -2 | 3 | -3 | 6 | 0 | 0 | 4 | -3.2

Molecules above containing a Cl atom:
SMILES | core dimer inh | VLA-4 inh | procasp3 activ | JMJD2C inh | GRK2 aptamer HTS | PP1 counter | Fh CTSL1 inh | procasp7 counter | PP5 inh
CNC(=O)/C=C/c1cc(C(=O)c2ccc(Cl)cc2Cl)cn1C | 10 | 4 | 3 | -23 | 3 | 4 | 5 | 3 | 2.2
O=C(Nc1ccc2c(c1)OCCO2)C1CC(c2ccccc2Cl)=NO1 (centres undefined) | -4 | 0 | -3 | -19 | 0 | -2 | 0 | -13 | -4.6
Cc1[nH]c2ccccc2c1C(=O)/C=C/c1ccccc1Cl | 5 | 11 | -5 | 0 | 1 | 3 | 0 | 3 | 4.0

Additional records follow.
SMILES | core dimer inh | VLA-4 inh | procasp3 activ | JMJD2C inh | GRK2 aptamer HTS | PP1 counter | Fh CTSL1 inh | procasp7 counter | PP5 inh
O=C(O)Cn1c(=O)c2c(c3ccccc31)CCC2 | -1 | -3 | 7 | -3 | 3 | 0 | -2 | -2 | -0.4
FC(F)(F)c1cccc(N2CCN(c3ccc4nnc(-c5ccccc5)n4n3)CC2)c1 | 13 | -21 | -3 | -2 | 0 | -2 | 3 | 2 | 1.9
CC1CCCCN1S(=O)(=O)c1ccc(NC(=O)c2cccs2)cc1 (centres undefined) | 2 | -4 | 3 | 8 | 2 | 0 | -2 | 7 | 3.2
O=C(O)C1Cc2c([nH]c3ccccc23)C(c2ccc3c(c2)OCO3)N1 (centres undefined) | 4 | -3 | -7 | 2 | 0 | 8 | 1 | -10 | 0.8
Cn1c(SCC(=O)Nc2cccc(F)c2)nc2c(c1=O)SCC2 | -2 | 11 | 2 | -5 | 0 | -3 | 1 | 8 | 4.2
O=C1Nc2ccccc2S/C1=C/NCc1ccccc1Cl | -8 | -6 | -13 | 1 | 0 | 2 | -1 | -31 | 0.3
CN1C(=O)NC(c2cccc(O)c2)C(C(=O)c2cccs2)C1(O)C(F)(F)F (centres undefined) | -9 | 7 | -4 | 4 | 0 | -2 | -1 | 5 | 2.2
CCOC(=O)c1csc(NC(=O)c2ccccc2)n1 | -2 | 35 | 2 | 6 | 0 | -1 | 0 | -6 | 0.6
O=C(NCCCc1nc2ccccc2[nH]1)c1ccco1 | -29 | -4 | 8 | -16 | 2 | -2 | 6 | 2 | 0.1
COc1ccc(NC(=O)COC(=O)CC2CCCC2)cc1Cl | -1 | 1 | -5 | 3 | 4 | -3 | 12 | 6 | -1.1
COc1cc(OC)cc(C(=O)NCC(=O)OC2CCOC2=O)c1 (centres undefined) | -1 | 15 | 6 | -3 | 0 | -1 | -12 | -2 | -0.4
COc1ccc(NS(=O)(=O)c2ccc(NS(C)(=O)=O)cc2)cc1 | 3 | 15 | 0 | 7 | 1 | -3 | 0 | -5 | 0.2
CC(OC(=O)Cn1ccccc1=O)C(=O)Nc1cc(Cl)cc(Cl)c1 (centres undefined) | x | -7 | 1 | 18 | 0 | x | x | -5 | x
Cc1noc(C)c1NC(=O)N(C)C[C@H]1Oc2ccc(NC(=O)c3ccncc3)cc2C(=O)N([C@H](C)CO)C[C@@H]1C | x | -11 | 5 | x | 2 | x | x | 6 | x
Cc1nc(NC(=O)C2CCCCC2)sc1C | -2 | 4 | 2 | -6 | 1 | 0 | -9 | 1 | -4.3
O=C1NCCCC1C(=O)N1CCN(C(c2ccccc2)c2ccccc2)CC1 (centres undefined) | -2 | -2 | 9 | 2 | 1 | 0 | -2 | 2 | -1.6
CSc1nc(=S)n(-c2ccc([N+](=O)[O-])cc2)c(C)c1C(C)=O | -7 | 2 | -4 | -7 | 0 | 1 | 1 | 4 | 0.6

One compound at a time (already shown). Order of screens: core dimer inh, VLA-4 inh, procasp3 activ, JMJD2C inh, GRK2 aptamer HTS, PP1 counter, Fh CTSL1 inh, procasp7 counter, PP5 inh
O=C(NCCCc1nc2ccccc2[nH]1)c1ccco1 is listed as -29, -4, 8, -16, 2, -2, 6, 2, 0.1
O=C1NCCCC1C(=O)N1CCN(C(c2ccccc2)c2ccccc2)CC1 (centres undefined) is listed as -2, -2, 9, 2, 1, 0, -2, 2, -1.6
CN1C(=O)NC(c2cccc(O)c2)C(C(=O)c2cccs2)C1(O)C(F)(F)F (centres undefined) is listed as -9, 7, -4, 4, 0, -2, -1, 5, 2.2
COc1ccc(NC(=O)COC(=O)CC2CCCC2)cc1Cl is listed as -1, 1, -5, 3, 4, -3, 12, 6, -1.1
COc1cc(OC)cc(C(=O)NCC(=O)OC2CCOC2=O)c1 (centres undefined) is listed as -1, 15, 6, -3, 0, -1, -12, -2, -0.4

Compound activity deposited in PubChem BioAssay by several laboratories.

Compounds as they come. About 2.6% of those tested had a hit in this group.
